# Arr AP2 block: blocks beta-arrestin peptide binding to AP2 adaptin. FITC-arrestin peptide / GST-AP2 beads, flow cytometry; AP2 beta2 appendage carries R879A mutation. inhibition, % at 10 µM. hit rate 0.31% among 340,000;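 active = inhibition above a set limit, near 3 SD of compounds lacking own fluorescence, cut at about 54% in these data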;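 note: plate controls were DMSO wells for no effect and 5 µM unlabelled arrestin peptide for full effect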
#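 Measured by: flow cytometry, FL1 (488/535 nm); Material: AP2 appendage R879A on GSH beads; Evaluation: percent response; Timing: pre-incubation 12 min, peptide binding 1 h, room temperature; Also added: 50 nM FITC-arrestin peptide; Medium: PBS with 0.05% Tween 20 and 0.1% BSA.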
# PKA-R2B act: activators of human PKA-R2B complex; PKA-R2B holoenzyme dissociation, Cy5-IP20 fluorescence polarization; R2B truncated from residue 108, S112A mutant; 0% DMSO only, 100% 113 µM cGMP; activation, % at 11.4 µM; hit rate 0.079% among 340,000;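 active = activation above a cutoff set at the mean over all compounds plus 3 SD, cut at about 18% in these data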;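 note: higher means more holoenzyme dissociation and a rise in polarization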
# Pemphigus Ab inh: inhibitors of pemphigus antibody binding to human desmoglein-3. binding (percent of control), % at 10 µM. DSG3-coupled beads, scFv-anti-DSG3-GFP binding, flow cytometry; stronger effect = lower value. hit rate 0.48% among 310,000. P32926. AID 588358;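 active = binding more than 3 SD below its plate's average and above zero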; note: some compounds called inactive have numbers as strong as hits
# dFosB act: activators of mouse delta FosB homodimer; P13346; purified delta FosB, TAMRA-CDK5 oligo fluorescence polarization; percent of positive-control signal above neutral wells; activation, % at 25 µM; hit rate 0.99% among 340,000;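 active = mean activation above about 17%, with every replicate also reaching it, limit read from the data, passing the limit was not always enough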;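 note: fluorescence polarization rise as delta FosB binds a TAMRA Cdk5 AP-1 oligo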
# SR-BI HDL uptake: mouse SR-BI HDL lipid transfer inhibition; ldlA[mSR-BI] CHO cells, DiI-HDL uptake fluorescence, 3 h; AID 488896; hit rate 0.96% among 320,000; Q61009; inhibition, % at 12.5 µM;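 active = mean replicate inhibition of at least 70% and a set share of replicates each scoring 70 or more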;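 note: 0% = median of neutral control wells and 100% = median of positive control wells; values of inactives mirror those of a sister screen read the other way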
# CDK5 p35 inh: inhibitors of human CDK5/p35 kinase; Q00535+Q15078; Recombinant CDK5/p35, ADP-Glo luminescence, 60 min; inhibition, % at 10 µM; hit rate 0.01% among 330,000; AID 488839;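 active = highest replicate inhibition of at least 50% and at least 75% of replicates reaching 50%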;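 note: plate controls were DMSO neutral control for no effect and GW8510 at 10 µM for full effect; many of its hits are not listed in these tables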
# MITF act: increases MITF-driven TRPM1 promoter luciferase signal; activation, % at 12.5 µM; hit rate 0.75% among 300,000; SK-MEL-5 TRPM1-promoter luciferase, 24 h; % of positive control, neutral wells = 0;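 active = mean activation of at least 80% with every replicate also reaching 80%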;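 note: 0% = neutral control wells and 100% = parthenolide positive control wells; values of inactives mirror those of a sister screen read the other way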
# NSD2 inh: NSD2 (human) methyltransferase inhibition. O96028. inhibition, % at 12.5 µM. NSD2 peptide methylation, AlphaScreen, 120 min. hit rate 0.54% among 310,000; in the data active = inhibition above about 50%
# Target sequence (O96028 whole entry, looked up): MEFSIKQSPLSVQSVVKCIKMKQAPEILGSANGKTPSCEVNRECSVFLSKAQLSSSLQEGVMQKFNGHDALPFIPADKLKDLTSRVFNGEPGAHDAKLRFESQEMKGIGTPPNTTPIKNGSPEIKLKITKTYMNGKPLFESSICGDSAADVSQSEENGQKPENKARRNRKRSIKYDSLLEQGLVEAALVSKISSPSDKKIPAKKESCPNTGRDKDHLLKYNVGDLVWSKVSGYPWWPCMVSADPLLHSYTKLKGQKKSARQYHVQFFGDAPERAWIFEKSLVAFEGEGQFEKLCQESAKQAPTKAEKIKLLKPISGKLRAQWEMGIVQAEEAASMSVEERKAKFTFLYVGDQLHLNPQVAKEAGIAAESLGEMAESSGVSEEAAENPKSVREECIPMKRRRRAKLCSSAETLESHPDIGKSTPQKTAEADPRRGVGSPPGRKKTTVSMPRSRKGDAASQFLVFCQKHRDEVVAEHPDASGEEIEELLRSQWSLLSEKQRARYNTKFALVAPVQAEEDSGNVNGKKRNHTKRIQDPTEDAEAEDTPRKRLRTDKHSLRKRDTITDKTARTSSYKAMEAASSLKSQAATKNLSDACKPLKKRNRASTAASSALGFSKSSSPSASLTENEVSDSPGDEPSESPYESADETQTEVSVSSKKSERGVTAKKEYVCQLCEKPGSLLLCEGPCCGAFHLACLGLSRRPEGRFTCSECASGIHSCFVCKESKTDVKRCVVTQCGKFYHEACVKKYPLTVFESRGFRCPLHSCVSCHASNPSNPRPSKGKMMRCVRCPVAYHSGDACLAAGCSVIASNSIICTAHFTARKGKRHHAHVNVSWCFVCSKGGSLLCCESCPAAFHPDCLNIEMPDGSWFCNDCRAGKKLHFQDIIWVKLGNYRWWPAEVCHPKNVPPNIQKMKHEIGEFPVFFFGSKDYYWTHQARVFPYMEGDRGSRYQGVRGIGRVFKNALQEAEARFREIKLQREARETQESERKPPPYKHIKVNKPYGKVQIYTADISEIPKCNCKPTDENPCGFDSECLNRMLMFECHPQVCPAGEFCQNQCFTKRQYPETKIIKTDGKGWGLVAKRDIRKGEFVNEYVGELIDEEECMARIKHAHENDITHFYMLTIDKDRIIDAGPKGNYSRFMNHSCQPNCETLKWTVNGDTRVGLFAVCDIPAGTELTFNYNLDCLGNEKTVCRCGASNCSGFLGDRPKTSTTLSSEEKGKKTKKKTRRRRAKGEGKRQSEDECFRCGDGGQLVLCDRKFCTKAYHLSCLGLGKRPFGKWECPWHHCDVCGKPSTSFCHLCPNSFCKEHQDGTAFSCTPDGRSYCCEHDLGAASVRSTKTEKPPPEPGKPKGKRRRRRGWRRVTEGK
# SR-BI DiI-HDL act: activators of SR-BI mediated HDL lipid uptake. hit rate 0.096% among 320,000. activation, % at 12.5 µM. CHO ldlA[mSR-BI] cells, DiI-HDL uptake fluorescence, 3 h; 100 = double the neutral-control signal;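 active = mean replicate activation of at least 60% and every replicate at or above 60%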;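 note: 0% = median plate neutral-control signal and 100% = twice that signal; values of inactives mirror those of a sister screen read the other way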
#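 Assay system: LDL receptor-deficient CHO ldlA cells overexpressing murine SR-BI / Medium: BSA-supplemented, HEPES-buffered Ham's F12, pH 7.4 / Probe or stimulus: DiI-labelled HDL at 10 µg/mL final / Timing: compound with DiI-HDL co-incubation, 3 h at 37 °C / Technique: bottom-read cell fluorescence after medium removal, ex 550/em 595 nm / Measure: HDL uptake via cellular fluorescence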
# SUMO Mot1 rescue: blocks SUMOylation pathway, rescuing yeast Mot1-301 growth. growth rescue, % at 18.8 µM. AID 2716. hit rate 1% among 320,000. S. cerevisiae Mot1-301 growth rescue, ATP luminescence, 38.5C; percent above DMSO median, 100 means doubled;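 active = every valid replicate shows activation above 250% relative to neutral control wells; inactive = the rest, any valid replicate at or below 250%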;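 note: OY570 slx delta 5 strain wells were the positive control but not used for scaling; some compounds called inactive have numbers as strong as hits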
# PKA-R1A activ: PKA-R1A complex activation; activation, % at 11.4 µM; hit rate 0.083% among 340,000; P00514+P68181; PKA-R1A dissociation, Cy5-IP20 fluorescence polarization; scaled: DMSO 0%, 113 µM cGMP 100%;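 active = percent activation above the mean of all tested compounds plus 3 SD, cut at about 19% in these data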;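 note: higher means more PKAc released from R1A so a rise in polarization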
# * hit, by the source's call; · = not tested or not shown; & = joins results of further samples. Compounds were not picked by outcome (roughly 4.7% active in at least one column).
SMILES,Arr AP2 block,PKA-R2B act,Pemphigus Ab inh,dFosB act,SR-BI HDL uptake,CDK5 p35 inh,MITF act,NSD2 inh,SR-BI DiI-HDL act,SUMO Mot1 rescue,PKA-R1A activ
COc1ccccc1C1=NOC(COc2ccc3c(C)cc(=O)oc3c2)C1 (stereo not drawn),14.9,·,102.7,-17.1,5.6,-1.3,·,-3.4,-5.6,9.2,·
COc1ccc(Br)cc1/C=N/n1nnnc1N,36.7,-5.5,99.9,-14.9,-5.0,-2.8,2.3,-2.2,5.0,38.0,0.8
O=C(CSc1nnc(C2COc3ccccc3O2)o1)N1CCCc2ccccc21 (stereo not drawn),3.0,-2.7,122.2,-11.9,7.4,-10.4,16.2,0.4,-7.4,-10.4,-16.5
Nc1ccc(Nc2ccccc2)c(Cl)c1,70.5*,0.0,99.5,-4.1,-17.3,2.6,19.1,5.4,17.3,17.6,-3.9
CCOC(=O)COc1ccccc1/C=C1\NC(=O)NC1=O,-4.4,3.8,102.8,-2.3,11.8,-1.4,-15.9,-1.4,-11.8,43.0,-11.7
CCOC(=O)N/N=C\C=C\c1ccc2c(c1)OCO2,-0.5,1.2,85.5,-5.1,3.5,-2.6,72.9,2.7,-3.5,0.4,9.0
O=C(COC(=O)C1CCN(S(=O)(=O)c2cccs2)CC1)Nc1ccccc1Br,-6.4,-0.8,106.4,-9.8,-4.2,-0.6,11.2,-3.8,4.2,228.7,2.6
O=C(COc1ccccc1)N1CCN=C1c1ccccc1,-0.4,-3.1,102.6,7.4,-0.4,1.1,·,0.7,0.4,-10.2,-9.2
O=S(=O)(c1ccc(F)cc1)N1CCN=C1SCc1cccc(F)c1,53.2,-0.6,108.9,-2.5,-6.8,-2.5,-6.5,-3.5,·,26.9,1.0
CC(NC(=O)c1cc(-c2cccnc2)nc2ccc(Br)cc12)C1CCCO1 (stereo not drawn),3.2,-5.5,97.2,-19.3,24.0,-0.1,-6.3,0.3,-24.0,210.3,-10.6
O=C(COC(=O)/C=C/c1cccs1)NC(=O)Cc1ccccc1,38.8,-2.7,99.9,10.0,-32.1,-1.3,14.7,0.2,32.1,0.6,6.0
O=C(Cn1cnc2ccccc21)NCc1ccccc1,9.2,-0.8,·,5.9,10.8,0.8,7.6,0.2,-10.8,23.4,-13.2
CC(=O)Nc1ccc(S(=O)(=O)c2ccc(N)cc2)cc1N,21.7,-10.0,111.4,-4.5,-10.1,0.3,4.3,·,10.0,-12.0,-3.0
Cc1cc(OC(=O)c2cc(F)c(F)cc2Cl)nc(C)n1,1.8,3.4,94.9,-5.4,2.2,1.9,·,-3.0,-2.2,16.6,-0.2
O=CN1CCCN(C(=O)CC2C(=O)NCCN2Cc2cccc(Oc3ccccc3)c2)CC1 (stereo not drawn),-6.9,-1.4,93.0,2.7,-1.8,1.7,-10.0,·,1.8,-3.1,2.0
COc1ccc(NS(=O)(=O)c2cc(NC(=O)c3ccc(Cl)cc3)ccc2N2CCOCC2)cc1,-16.7,10.5,121.1,4.2,6.0,0.0,-23.0,0.0,-6.0,-1.0,-2.7
CSCC(O)Cn1[nH]c(=O)c2cc(Cl)c(Cl)cc2c1=O (stereo not drawn),0.9,-1.9,101.6,8.8,-56.3,-6.6,-2.0,0.0,56.3,2.9,-2.2
NC(=O)c1ccccc1NC(=O)NC1CCCCC1,1.5,3.8,97.7,-0.5,-35.3,3.4,8.7,8.3,35.3,249.3,1.4
COCCCn1c(SCC(=O)Nc2ccc3c(c2)OCCO3)nnc1-c1ccoc1C,2.2,6.9,91.1,-0.8,-11.7,-0.1,-2.0,-2.8,11.7,948.0,3.9
O=C(CSc1ccccc1)NCc1ccccn1,-0.9,-8.7,104.7,-3.3,10.9,-1.7,10.7,0.5,-10.9,-10.7,-7.1
O=C(COC(=O)c1cccnc1Nc1ccccc1F)NC1CC1,33.3,0.6,106.0,-0.4,8.6,0.7,5.6,-2.1,-8.6,-0.2,7.6
COC(=O)Cc1c(C)nc2nc(-c3ccc(Cl)cc3)[nH]n2c1=O,3.6,2.0,107.2,-3.8,-4.5,-0.5,40.1,0.4,4.5,30.2,0.1
O=C(O)c1ccc(NS(=O)(=O)c2ccc(Cl)c(C(=O)Nc3ccccc3)c2)cc1,23.3,3.3,117.0,4.7,-23.3,-1.5,·,-3.6,23.3,15.8,1.8
O=C(CC1SC(=Nc2ccccc2)N(CCc2ccccn2)C1=O)Nc1ccc(F)cc1 (stereo not drawn),8.9,2.0,97.3,-7.2,9.9,-1.1,-7.2,-1.7,-9.9,-1.6,6.5
CC(C)(C)OC(=O)NCCc1nnc(SCc2ccc(Cl)cc2Cl)o1,8.4,-10.6,·,-11.4,23.2,0.4,·,-2.7,-23.2,-0.9,5.0
Cc1cc([N+](=O)[O-])nn1CC(=O)Nc1c(C)n(C)n(-c2ccccc2)c1=O,1.9,-5.7,103.5,-4.2,-19.4,3.6,6.7,-4.9,19.4,·,1.5
COCCOC(=O)C1=C(C)Nc2nc(C)nn2C1c1ccc(F)cc1 (stereo not drawn),6.5&8.4,-1.3&5.4,89.3&104.5,0.1&1.9,-12.8&-13.4,-1.7&-0.9,-1.4&10.0,-1.8&-0.2,12.8&13.4,9.3,-9.6&7.1
O=C(/C=C/c1ccc(Cl)cc1)N1CCN(Cc2ccccc2)CC1,45.8,4.2,94.9,1.3,-7.8,0.7,7.1,1.3,7.8,8.6,-4.2
CN1CCCCc2c1[nH]c1ccccc1c2=O,6.7,9.4,96.3,3.9,-3.7,-2.4,-16.8,·,3.7,-6.2,-6.3
Cc1cccc(C)c1NC(=O)CNC(=O)CCNC(=O)c1ccco1,-9.4,-12.5,99.6,0.0,1.9,0.8,7.4,-4.3,-1.9,-4.0,-3.7

# Part of the list above, reduced to CDK5 p35 inh, MITF act and PKA-R1A activ.
smiles,CDK5 p35 inh,MITF act,PKA-R1A activ
COCCOC(=O)C1=C(C)Nc2nc(C)nn2C1c1ccc(F)cc1 (stereo not drawn),-1.7&-0.9,-1.4&10.0,-9.6&7.1
Cc1cc(OC(=O)c2cc(F)c(F)cc2Cl)nc(C)n1,1.9,·,-0.2

# The main list resumes, starting 2 compounds before the break.
SMILES,Arr AP2 block,PKA-R2B act,Pemphigus Ab inh,dFosB act,SR-BI HDL uptake,CDK5 p35 inh,MITF act,NSD2 inh,SR-BI DiI-HDL act,SUMO Mot1 rescue,PKA-R1A activ
CN1CCCCc2c1[nH]c1ccccc1c2=O,6.7,9.4,96.3,3.9,-3.7,-2.4,-16.8,·,3.7,-6.2,-6.3
Cc1cccc(C)c1NC(=O)CNC(=O)CCNC(=O)c1ccco1,-9.4,-12.5,99.6,0.0,1.9,0.8,7.4,-4.3,-1.9,-4.0,-3.7
CCC(C)C(=O)Nc1ncc2c(n1)CC(c1cccs1)CC2=O (stereo not drawn),-8.7,-14.6,98.7,-6.2,5.5,0.1,·,-0.5,-5.5,-13.7,-9.5
CSCC[C@H](NC(=O)OC(C)(C)C)C(=O)NCC1CCC(C(=O)N[C@@H](Cc2ccccc2)C(=O)O)CC1 (stereo partly drawn),-7.2,11.4,105.0,-3.3,-4.1,0.3,-0.1,·,4.1,-2.8,1.5
COc1cc(CNc2ccc(CNc3ncn[nH]3)cc2)cc(Cl)c1OCc1ccccc1,1.2,-4.3,82.5*,-1.5,26.8,-1.1,21.3,0.5,-26.8,32.7,-10.7
N#C/C(=C\c1cccc([N+](=O)[O-])c1)c1nnc2n1CCCCC2,-2.4,-10.4,·,3.2,-16.9,0.9,11.8,3.1,16.9,-18.8,2.9
CNC(=O)C1CCN(C(=O)c2ccc(-c3ccccc3)cc2)CC1,-5.7,-10.2,96.8,-4.3,-1.2,1.0,20.2,-0.7,1.2,-20.6,8.6
N#Cc1c2c(c(Nc3ccc(O)cc3)n3c1nc1ccccc13)CCC2,-1.3,6.5,86.2,-1.6,-2.8,0.8,-1.8,-0.9,2.8,-4.2,-2.5
COc1ccc(-n2c(Cc3cc(=O)[nH]c(=O)[nH]3)nnc2SCC(=O)N2CCCC2)cc1,-3.2,4.6,110.0,-0.1,15.9,0.4,-1.6,·,-15.9,6.7,-5.4
O=C(COC(=O)c1ccc(F)cc1F)Nc1ncccn1,18.8,5.7,64.9,-5.0,·,-2.9,1.2,·,·,177.9,-10.4
CCOc1ccc(NC(=O)c2ccccc2O)cc1,-2.1,3.2,109.4,0.4,14.2,0.1,82.1*,0.1,·,·,-7.4
c1ccc2c(-c3nn[nH]n3)cccc2c1,2.8,-6.5,98.7,0.5,-31.8,·,15.5,-2.2,31.8,-2.6,-8.6
CC1(C)CC(=O)C=C(c2cc3ccccc3s2)C1,4.8,-8.9,85.5*,4.3,-9.8,1.1,34.7,·,9.8,251.7,-7.3
COCc1ccc(C(=O)N2CCCC(Nc3ccc(C(C)C)cc3)C2)s1 (stereo not drawn),23.9,2.8,117.4,-5.1,-8.8,-1.4,6.4,16.9,8.8,-14.7,-0.4
CCOc1ccccc1N1CCN(C(=O)NCc2ccc(Cl)cc2)CC1,18.4,-0.7,·,-5.3,42.4,4.9,-3.4,-4.1,-42.4,90.1,1.2
COc1ccc(OCC(=O)Nc2ccccc2N2CCCCC2)cc1,0.3,-1.2,102.6,-8.0,46.0,-0.5,-5.4,-3.2,-46.0,25.3,-11.2
Cc1ccc(C)c(NC(=O)CSc2nnc(CCNC(=O)OC(C)(C)C)o2)c1,19.9,-0.2,107.4,-6.4,21.2,2.4,-1.7,4.7,-21.2,1.8,-1.3
CCc1noc(C)c1C(=O)Nc1ccc(C#N)cc1,3.2,-8.0,98.7,-5.0,21.3,0.3,-2.6,3.3,-21.3,4.5,-7.6
Cc1cccc(N2C(=O)CC(Sc3ccccc3C(=O)O)C2=O)c1 (stereo not drawn),3.4,0.5,107.2,-7.8,-17.4,2.4,-8.9,-1.5,17.3,107.4,-1.0
CCOC(=O)[C@@H]1[C@H]2COc3ccccc3[C@@H]2N2C(=O)N(c3cccc(Cl)c3)C(=O)[C@@]12C,-1.5,-7.7,103.3,0.4,16.9,-2.3,20.2,·,-16.9,6.6,-12.0
O=C(NC(=S)NCCN1CCOCC1)c1ccccc1,-6.0,-2.1,103.2,-10.2,-8.4,1.9,-9.1,-0.9,8.4,-17.4,-6.4
O=C(CC(c1ccccc1)c1cc(Br)ccc1O)N1CCCC1 (stereo not drawn),24.5,16.5,96.2,-5.3,-0.3,-0.2,1.1,3.6,0.3,4.4,2.0
